AmpC inh detg: blocks E. coli AmpC beta-lactamase in detergent assay. P00811. AmpC hydrolysis of nitrocefin, absorbance 480 nm, 0.01% Triton. Potency, µM (series often up to 114 µM), without a hit: top-dose activity change, negative = inhibition, most hits filed as inhibitors. actives 0.041% (n = 370,000). AID 485294;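 also: potency is read from the fitted curve at half-maximal effect; 0% = no-compound wells and -100% = no-enzyme wells; nearly all actives have a fitted effect of over 25% in size; some results filed as inactive show a strong effect at the top dose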
Target sequence (P00811 whole entry, looked up): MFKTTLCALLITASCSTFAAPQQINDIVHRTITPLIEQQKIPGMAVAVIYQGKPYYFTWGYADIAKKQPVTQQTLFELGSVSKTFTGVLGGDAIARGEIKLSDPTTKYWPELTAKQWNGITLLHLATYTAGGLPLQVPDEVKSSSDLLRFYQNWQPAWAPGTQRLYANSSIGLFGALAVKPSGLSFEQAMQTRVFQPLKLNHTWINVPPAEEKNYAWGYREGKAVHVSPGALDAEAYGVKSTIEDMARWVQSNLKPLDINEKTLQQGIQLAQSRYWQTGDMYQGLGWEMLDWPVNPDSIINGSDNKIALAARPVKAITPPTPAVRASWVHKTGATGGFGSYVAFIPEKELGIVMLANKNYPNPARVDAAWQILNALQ
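AmpC (5.3 nM in the dispensed reagent) in 20 mM phosphate pH 7.0 with 0.01% (detergent screen) or 0.0001% Triton X-100 was preincubated with compounds for 15 min at room temperature. Nitrocefin was then added from an 800 uM solution, and hydrolysis was followed at 480 nm.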
AMA1-RON2 inh: AMA1-RON2 (P. falciparum) interaction inhibition; AlphaScreen AMA1-biotinylated RON2 peptide binding; Potency, µM (series often up to 58.2 µM), without a hit: top-dose activity change, negative = inhibition, most hits filed as inhibitors; actives 0.2% (n = 360,000);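 also: potency is read from the fitted curve at half-maximal effect; 0% = vehicle wells and -100% = peptide control; nearly all actives have a fitted effect of over 45% in size; some results filed as inactive show a strong effect at the top dose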
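AMA1 (3D7) with his tag at 25 nM final met compounds first, then biotinylated RON2 peptide at 25 nM; detection used donor plus acceptor beads, 10 µg/mL apiece, read by AlphaScreen after 30 min at room temperature.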
Giardia FBPA inh: Giardia lamblia aldolase inhibition. A8B2U2. purified Giardia FBPA. Potency, µM (top dose mostly 59.6 µM), for the others: at the highest dose activity, negative = inhibition, hits mostly inhibitors. actives 0.71% (n = 290,000); also: potency is read from the fitted curve at half-maximal effect; nearly all actives have a fitted effect of over 55% in size
Target sequence (A8B2U2 whole entry, looked up): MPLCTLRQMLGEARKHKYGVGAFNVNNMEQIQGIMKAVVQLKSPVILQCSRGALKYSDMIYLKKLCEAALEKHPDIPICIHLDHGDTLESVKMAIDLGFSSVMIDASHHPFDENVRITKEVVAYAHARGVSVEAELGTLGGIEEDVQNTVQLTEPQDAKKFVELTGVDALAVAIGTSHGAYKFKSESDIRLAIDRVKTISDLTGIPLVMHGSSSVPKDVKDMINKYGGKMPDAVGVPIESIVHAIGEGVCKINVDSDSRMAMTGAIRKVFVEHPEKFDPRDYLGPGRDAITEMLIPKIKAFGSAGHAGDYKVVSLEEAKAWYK
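Giardia FBPA (40 nM reagent) was preincubated 10 min at RT with compound (up to 57.5 uM final), then substrate plus GAPDH/TPI/NAD/arsenate coupling system with diaphorase/resazurin was added; resorufin fluorescence (525/598 nm) was read after 20 min.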
HCMV inh: inhibitors of human cytomegalovirus; activity change, negative = inhibition, % at 57.5 µM; actives 4.5% (n = 410,000); HFF cells, HCMV-luciferase reporter, 72 h; stronger effect = lower value; in the data active = activity change below about -60%; inconclusive = no clear call, values can overlap the other calls; inactive = above about -39%
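Steps: HFFs plated, 16 h 37C; compounds added; HCMV-luciferase added to MOI 1 PFU/cell; 72 h 37C; OneGlo reagent, 5 min room temperature; luminescence read, normalized to controls.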
Sm TGR inh: inhibitors of Schistosoma mansoni thioredoxin glutathione reductase | AID 485364 | Q962Y6 | Potency, µM (top dose mostly 114 µM), without a hit: at the highest dose activity change, negative = inhibition, usual class: inhibitors | purified TGR, DTNB reduction, TNB absorbance 405 nm | actives 3% (n = 360,000); also: potency is read from the fitted curve at half-maximal effect; nearly all actives have a fitted effect of over 60% in size
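First, TGR (20 nM dispensed) and NADPH were mixed with compound. Second, a 15 min room-temperature incubation followed. Third, further NADPH and then DTNB were added to start the reaction. Finally, TNB absorbance was monitored kinetically.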
HCV inh: HCV inhibition | Huh7.5.1 HCVcc-Cre infection, luciferase reporter, 44 h | Potency, µM (series often up to 41.8 µM), inactives show top-dose activity change, negative = inhibition, hits mostly inhibitors | actives 3.4% (n = 340,000) | AID 651820; also: potency is read from the fitted curve at half-maximal effect
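Cells seeded at 1,000/well and cultured 4 h, then compounds added followed by HCVcc-Cre virus (~0.5 moi). After 44 h further culture, luciferase substrate was added, plates held 15 min at room temperature, and luminescence read for 15 sec.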
Active calls of the source: *; u = inconclusive; x = no result given; & = joins results of further samples; [ ] = another dose, or the depositor's remark. Unless noted, calls follow the shape of the dose curve; as a rule, active = well fitted curve in the direction sought with a large enough effect; inconclusive = small, poorly fitted or top-dose-only effect, or another doubt; inactive = no such curve, though single readings can be large; an effect the other way counts as inactive or inconclusive. Unless noted, % is scaled to controls: 0 for no effect and ±100 for the full control effect.

SMILES	AmpC inh detg	AMA1-RON2 inh	Giardia FBPA inh	HCMV inh	Sm TGR inh	HCV inh
C#C[C@]1(O)CC[C@H]2[C@@H]3CCC4=CC(=O)CC[C@]4(C)[C@H]3CC[C@@]21C	-12%	-2%	6%	68	6%	5%[8.37 µM]
COc1ccc(N(C(=O)c2ccc(OC)c(OC)c2)S(=O)(=O)c2ccc(Cl)cc2)cc1	-3%	x	x	-7	-11%	x
COc1ccc(N2CCN(c3oc(/C=C/c4ccccc4OC)nc3C#N)CC2)cc1	-8%	x	x	-26	1%	x
O=C1CN(C(=S)Nc2ccc(OC(F)F)cc2)CCN1	2%	0%	0%	-9	-12%	1%
COc1ccc(C(=O)CNc2ccccc2Br)cc1	-6%	26%	5%	3	-6%	5%
Cn1c(O)c(C(=Nc2ccccc2)SCc2ccc(Cl)cc2)c(=O)n(C)c1=O	-11%	2%	u	-35	20µM*	u
O=C(O)c1ccc(Cn2cc(/C=C\[N+](=O)[O-])c3ccccc32)o1	-9%	0%	17%	26	3.2µM*	-7%
CSc1cccc(NC(=O)CN(C)S(=O)(=O)c2ccc(F)cc2)c1	u	-8%	-2%	-14	0%	-12%
COc1ccc(-c2cc(C(=O)NCCN3CCOCC3)c3ccccc3n2)cc1	-13%	-15%	10%	18	-10%	6%
O=C(COC(=O)C1CC(=O)N(Cc2ccco2)C1)c1ccc(OC(=O)c2ccccc2)cc1 (stereo unspecified)	-17%	-23%	-1%	-8	25µM*	1%
CCOc1ccc(N(CC(=O)OC)S(=O)(=O)c2ccc3c(c2)n(C)c(=O)c(=O)n3C)cc1	u	-2%	-9%	55&-4	13%&-2%	-3%
Cc1ccc(CN(C)CCc2ccccn2)cc1	0%	-28%	u	7	u	1%
O=C1S/C(=C\c2ccccn2)C(=O)N1Cc1ccccc1F	u	14%	1%	21	0%	11%
COc1ccc(CCNC(=O)C2CCC(=O)N2Cc2ccccc2Cl)cc1OC (stereo unspecified)	-3%	-9%	-6%	8	2%	2%
S=c1[nH]nc(-c2cccnc2)n1/N=C/C=C/c1ccco1	-7%	31%[activator]	u	-19	x	4%
CCn1cc([N+](=O)[O-])c(C(=O)Nc2ccn(C34CC5CC(CC(C5)C3)C4)n2)n1	-15%	3%	-1%	-32	-9%	10%
O=C(CSc1ccccn1)Nc1cccc(NC(=O)CSc2ccccn2)n1	11%	-2%	0%	u	-1%	7%
O=C(CCc1ccc(S(=O)(=O)NCc2ccccc2)cc1)NCc1ccc2c(c1)OCO2	0%	-7%	2%	3	-17%	-29%
CC1(C)OC2C(O1)[C@@H](CO)O[C@H]2n1cnc2c(N)ncnc21 (stereo partly specified)	6%	0%	-1%	37	3%	18%
O=C(COC(=O)CCN1C(=O)C2CC=CCC2C1=O)NCCc1ccc(F)cc1 (stereo unspecified)	0%	-1%	x	-2	-27%	23%
O=C(CN1c2ccccc2Sc2ccccc21)NNC(=S)Nc1ccc(Cl)cc1	18%	20%	16%	4	0%	35µM*
CCCn1nc(C(=O)NCCN2CCOCC2)c2ccccc2c1=O	-12%	0%	-2%	13	-5%	7%
N#Cc1ccc(-c2ccccc2)nc1SCC(=O)c1cccc(Cl)c1	-7%	18%	1%	u	9%	-11%
C=CCn1c(=O)c2ccccc2n2c(SCc3c(C(=O)OCC)oc4ccccc34)nnc12	-3%	40%[activator]	3%	-10	6%	-21%
CC1CCN(C(=O)c2ccc(S(=O)(=O)N(C)C)cc2)C(C)C1 (stereo unspecified)	0%	0%	5%	29	2%	13%
COC(=O)/C(=C\Nc1ccc(Oc2ccc(F)cc2F)nc1)NC(=O)c1ccccc1	3%	-9%	-16%	5	6%	-5%
Cc1ccccc1-c1nc(CN2CCC(C(=O)NCc3ccco3)CC2)c(C)o1	0%	-9%	5%	x	3%	u
CCOc1cc(NC(=O)C2CC2)c(OCC)cc1NC(=O)c1ccccn1	10%	6%	-20%	-26	-19%	6%
CCN1C(=O)C2(SC(NC(C)=O)=NN2C(C)=O)c2cc(C)ccc21 (stereo unspecified)	-11%	6%	0%	7	5%	11%
CCCNc1nc(NCc2ccccc2OC)c2cnn(C)c2n1	1%	x	x	-33	0%	x
CCC(=O)N1c2ccc(S(=O)(=O)CCC(=O)Nc3nccs3)cc2CC1C (stereo unspecified)	-6%	0%	-1%	-22	-32%	-17%
CC(Oc1ccc2cc(-c3ccccc3)c(=O)oc2c1)C(=O)NCC1CCC(C(=O)O)CC1 (stereo unspecified)	-7%	-1%	-6%	19	-1%	5%
NS(=O)(=O)c1cccc(N2CCNCC2)c1	1%	-6%	-5%	-22	-10%	10%
O=S(=O)(c1cccc2nsnc12)N1CCNCC1	0%	-3%	-2%	-16	7%	15%
CCc1ccc(NC(=O)c2cnc(SC)nc2C)cc1	-4%	0%	-6%	66	-8%	u
CC(C)n1cc(C(=O)c2ccccc2O)cc(C#N)c1=O	1%	-7%	2%	21	-3%	4%
c1ccc(CNc2ncnc3c2cnn3Cc2ccccc2)cc1	2%	4%	-9%	5	-3%	u
CC(C)c1ccc(NC(=O)CNC(=O)Cn2cnc3ccccc3c2=O)cc1	1%	0%	-4%	-11	7%	13%
CN(CC(=O)Nc1ccccc1Cl)C(=O)CSc1nncs1	-5%	-11%	x	-30	2%	13%
COc1cccc(N2CC(C(=O)Nc3c(C)cccc3C)CC2=O)c1 (stereo unspecified)	u	0%	5%	-14	1%	-1%
CCCc1c(C(=O)OCC)nnc2c(-c3ccccc3)c(C)nn12	-2%	x	x	-4	u	x
CC(C)CN(C(=O)CCC1CCCCC1)c1c(N)n(CC(C)C)c(=O)[nH]c1=O	0%	-1%	x	-16	3%	5%
COc1cccc(N/C(SCc2cccc([N+](=O)[O-])c2)=C(/C#N)C(=O)NCc2cccs2)c1	-15%	-3%	-12%	-16	0%	-12%
O=C(O)C1CCC(=O)N1C1c2ccccc2Oc2ccccc21 (stereo unspecified)	-14%	-12%	6%	-21	8%	7%
CN(C)CCN(C(=O)C1CCN(S(=O)(=O)c2cccs2)CC1)c1nc2c(F)cccc2s1	2%	-10%	x	5	1%	u

Given with two lines to a compound: seven of the compounds above
Values run as follows: AmpC inh detg, AMA1-RON2 inh, Giardia FBPA inh, HCMV inh, Sm TGR inh, HCV inh
- CC(C)c1ccc(NC(=O)CNC(=O)Cn2cnc3ccccc3c2=O)cc1
 : 1%, 0%, -4%, -11, 7%, 13%
- CN(CC(=O)Nc1ccccc1Cl)C(=O)CSc1nncs1
 : -5%, -11%, x, -30, 2%, 13%
- COc1cccc(N2CC(C(=O)Nc3c(C)cccc3C)CC2=O)c1 (stereo unspecified)
 : u, 0%, 5%, -14, 1%, -1%
- CCCc1c(C(=O)OCC)nnc2c(-c3ccccc3)c(C)nn12
 : -2%, x, x, -4, u, x
- CC(C)CN(C(=O)CCC1CCCCC1)c1c(N)n(CC(C)C)c(=O)[nH]c1=O
 : 0%, -1%, x, -16, 3%, 5%
- COc1cccc(N/C(SCc2cccc([N+](=O)[O-])c2)=C(/C#N)C(=O)NCc2cccs2)c1
 : -15%, -3%, -12%, -16, 0%, -12%
- O=C(O)C1CCC(=O)N1C1c2ccccc2Oc2ccccc21 (stereo unspecified)
 : -14%, -12%, 6%, -21, 8%, 7%

(listing goes on)
SMILES	AmpC inh detg	AMA1-RON2 inh	Giardia FBPA inh	HCMV inh	Sm TGR inh	HCV inh
Cc1ccc(C(=O)Nc2nc(-c3ccccn3)cs2)s1	5%	-62%	x	-100*	-1%	u
COc1ccc(NC(=O)CN(C)C(=O)c2cccnc2Sc2ccc(C)c(C)c2)cc1	u	-4%	x	u	-5%	u
COC(=O)c1ccc(C(=O)Nc2ccc3nc(-c4ccncc4)[nH]c3c2)cc1	-8%	-3%	-16%	u	-18%	-6%
COc1ccc(-c2ccnc3[nH]n(-c4ccccc4)c(=O)c23)cc1	0%&2%	10%	u	21&20	-25%&5%	2%
COc1cc(N)cc(NC(=O)c2ccncc2)c1	2%	2%	-11%	-10	5%	-8%
CN(C)C(=O)C(Sc1ccc(S(=O)(=O)N2CCCC2)cn1)c1ccccc1 (stereo unspecified)	2%	11%	x	-33	0%	u
CCOC(=O)Cc1c(C)nc2cc(-c3ccc(C(C)(C)C)cc3)[nH]n2c1=O	3%	6%	0%	-29	1%	13µM*
C/C(=N\NC(=S)NC1CCCCC1)c1ccc(Cl)c(Cl)c1	-15%	71%[activator]	-1%	-14	-7%	-1%
Nn1cc(-c2ccccc2)nc1SCC(=O)N1CCN(S(=O)(=O)c2ccccc2)CC1	1%	-7%	3%	13	-4%	9%&11%
O=C(NCCCN=C1NS(=O)(=O)c2ccccc21)c1ccc(S(=O)(=O)N2CCCCC2)cc1	6%	4%	-3%	26	6%	-29%&10%
CN(c1ccccc1C(=O)Nc1ccc2c(c1)OCCO2)S(C)(=O)=O	-12%	-15%	-3%	9	1%	-1%
CCC(C)C(NC(=O)OC(C)(C)C)C(=O)NC(C)C(N)=O (stereo unspecified)	-1%	8%	0%	-23	-12%	3%
COc1ccc(Br)cc1CNC(=O)C1CCCN(S(=O)(=O)N2CC(C)CC(C)C2)C1 (stereo unspecified)	-9%	-12%	3%	0	5%	u
COc1cc2c(cc1OC)C(C1(O)CCCCC1)NCC2 (stereo unspecified)	0%	-11%	3%	-33	-11%	2%
Cc1cc(=O)oc(C)c1C(=O)NCCC(C)C	7%	-1%	0%	17	3%	15%
O=C(COc1ccc2ccc(=O)oc2c1)NC1CCS(=O)(=O)C1 (stereo unspecified)	x	-14%	x	19	x	12%
O=C(O)C(O)c1ccccc1 (stereo unspecified)	u	-2%&2%	2%&-2%&5%	26&22	-2%&-10%	11%&26%
CCc1cccc(NC(=O)CCCN2C(=O)C(c3ccccc3)Oc3cccnc32)c1 (stereo unspecified)	-4%	-12%	x	-7	0%	u
COc1cccc(CNC(=O)C(NS(=O)(=O)c2cccs2)C(C)C)c1 (stereo unspecified)	18%	x	x	u	3%	x
CC(C)(C)N(Cc1cc2ccccc2[nH]c1=O)C(=O)c1cccnc1	-15%	6%	7%	-23	-3%	16%
Cc1nnc(NC(=O)C2CCN(S(=O)(=O)c3ccc(F)c(F)c3)CC2)o1	x	13%	x	-28	x	15%
N#Cc1nc(Cc2ccccc2)oc1NCCCn1ccnc1	-8%	7%	7%	15	-24%	-11%
COc1ccc(C(=O)NNC(=S)NC(=O)C(C)(C)C)cc1	-12%	73%[activator]	u	-31	6%	u
O=C(O)c1ccc(C=NNC(=O)c2cccc3ccccc23)cc1	x	29%	x	-30	x	21%
COc1ccccc1Nc1nc(N)nc(CSC(=S)N2CCCCC2C)n1 (stereo unspecified)	-1%	9%[2.32 µM]	-16%	-12	8%	u
O=C(O/N=C1\CCCc2ccccc21)c1cccc(Cl)c1	u	21%	-3%	36	-17%	0%

Gathered by group, the entries above containing a nitro group on carbon.
SMILES	AmpC inh detg	AMA1-RON2 inh	Giardia FBPA inh	HCMV inh	Sm TGR inh	HCV inh
O=C(O)c1ccc(Cn2cc(/C=C\[N+](=O)[O-])c3ccccc32)o1	-9%	0%	17%	26	3.2µM*	-7%
CCn1cc([N+](=O)[O-])c(C(=O)Nc2ccn(C34CC5CC(CC(C5)C3)C4)n2)n1	-15%	3%	-1%	-32	-9%	10%
COc1cccc(N/C(SCc2cccc([N+](=O)[O-])c2)=C(/C#N)C(=O)NCc2cccs2)c1	-15%	-3%	-12%	-16	0%	-12%

Screening results: PubChem, National Center for Advancing Translational Sciences (NCATS)
